TRPML3 ag: human mucolipin-3 channel agonism; HEK293 TRPML3-YFP, Fluo-8 calcium fluorescence; 100% = the carbachol control signal; activation, % at 3 µM; hit rate 0.29% among 220,000;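 active = activation above its plate's cutoff, the mean activation of the plate's test wells plus 3 SD, cut at about 12% in these data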;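 also: 0% = DMSO only wells and 100% = carbachol wells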
Target sequence (Q8TDD5 whole entry, looked up): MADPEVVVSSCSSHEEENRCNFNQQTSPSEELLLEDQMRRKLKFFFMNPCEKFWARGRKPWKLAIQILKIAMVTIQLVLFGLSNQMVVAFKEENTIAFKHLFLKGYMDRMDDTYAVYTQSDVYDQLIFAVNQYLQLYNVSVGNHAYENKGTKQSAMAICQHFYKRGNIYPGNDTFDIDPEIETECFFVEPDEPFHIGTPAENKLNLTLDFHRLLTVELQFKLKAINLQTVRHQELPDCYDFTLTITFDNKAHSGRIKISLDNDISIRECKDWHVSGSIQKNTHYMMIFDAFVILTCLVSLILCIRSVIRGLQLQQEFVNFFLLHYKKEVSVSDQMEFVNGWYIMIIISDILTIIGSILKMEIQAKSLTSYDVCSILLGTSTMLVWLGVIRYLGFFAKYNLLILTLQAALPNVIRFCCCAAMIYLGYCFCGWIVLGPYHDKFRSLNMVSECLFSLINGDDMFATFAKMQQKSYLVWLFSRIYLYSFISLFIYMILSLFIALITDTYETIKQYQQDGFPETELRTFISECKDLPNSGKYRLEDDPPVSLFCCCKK
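Test system – HEK293 line with stable expression of human TRPML3-YFP channel · Control set – carbachol 87 µM final as high control (100%), DMSO as low control (0%) · Signal – Fluo-8 calcium dye fluorescence, ex 470-495, em 515-575 nm · Incubation – 1-h 37 °C dye load, 5-s basal, 120-s post-compound reads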
CHOP inhibitor: inhibitors of CHOP induction in ER stress response; hit rate 3.8% among 220,000; CHO-K1 CHOP-promoter luciferase, tunicamycin-induced, 15-18 h; AID 2732; inhibition, % at 10 µM;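 active = compounds that reduced the stress-induced luciferase reporter signal by more than about 70% of percent inhibition, limit read from the data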;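 also: 0% = tunicamycin plus vehicle and 100% = wells without tunicamycin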
zfTRPN1 agonist: activates the zebrafish TRPN1 channel; HEK293 zebrafish TRPN1-YFP, Fluo-8 calcium fluorescence; 100% = response to 87 µM carbachol; activation, % at 3 µM; hit rate 0.18% among 220,000;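 active = activation above its plate's cutoff, the mean activation of test wells on that plate plus 3 SD, cut at about 19% in these data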;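 also: 0% = DMSO alone and 100% = 87 µM carbachol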
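Material – zebrafish TRPN1-YFP in HEK293 cells · Doses – 3 µM single point · Schedule – dye 1 h 37 °C plus 30 min RT · Signal – Fluo-8 calcium fluorescence, excitation 470-495 nm, emission 515-575 nm · Read-out – % activation versus carbachol response · Control set – carbachol high, DMSO low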
Wee1 stabilizer: inhibitors of human Wee1 degradation. P30291. HeLa Luc-Wee1K328M stability, luciferase luminescence; 100% = proteasome inhibitor MG132 effect. reporter increase, % at 5 µM. hit rate 1.2% among 220,000. AID 1321;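 active = activation above the mean of all tested compounds plus 3 SD, set per screening run, cut at about 8.8% in these data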;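 also: cells exposed to compound for 20 h before luminescence read; 0% = DMSO alone and 100% = MG132 at 30 µM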
PPC-1+TRAIL kill: PPC-1 cancer cell killing with TRAIL present; hit rate 0.41% among 220,000; cell killing (% activity), % at 4 µM; PPC-1 cells + TRAIL, ATPLite viability luminescence;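 active = cell killing above 50% in the first pass at 4 µM, then a duplicate retest at 5 µM averaging 50% or more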;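 also: plate controls were cells with TRAIL plus DMSO for no effect and medium-only wells lacking cells for full effect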
BaF3 parental: counter-screen for JAK2V617F inhibitors: parental Ba/F3 viability inhibitors; hit rate 1.1% among 220,000; inhibition, % at 5.6 µM; CellTiter-Glo ATP luminescence; AID 1486;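 active = inhibition above a per-campaign cutoff, the mean inhibition of all tested compounds plus 3 SD, cut at about 27% in these data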;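 also: 0% = DMSO wells and 100% = JAK Inhibitor I control wells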
Ba/F3 V617F tox: loss of viability in JAK2V617F-driven Ba/F3 cells | hit rate 1.1% among 220,000 | inhibition, % at 5.6 µM | Ba/F3 EpoR-JAK2V617F viability, ATP luminescence;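 active = inhibition above the campaign mean plus 3 SD over all tested compounds, cut at about 24% in these data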;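 also: cytokine-independent growth of Ba/F3 cells driven by EpoR plus mutant JAK2; 0% = DMSO-treated cells and 100% = JAK inhibitor I control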
TNF death inh: blocks TNF-alpha induced death of Jurkat FADD-/- cells | hit rate 0.068% among 220,000 | Jurkat FADD-/- TNF necroptosis rescue, ATP luminescence, 24 h; 0 = TNF only, 100 = no-TNF cells | activation (protection from cell death), % at 10 µM;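 active = activation, meaning protection from cell death, of at least 50% relative to plate controls; inactive = activation below 50%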;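 also: necroptosis triggered by 40 ng/mL TNF-alpha added together with compound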
RBBP9 inhibitor: blocks human serine hydrolase RBBP9; hit rate 0.2% among 220,000; AID 1515; recombinant RBBP9, FP-Rh probe fluorescence polarization; inhibition, % at 7.94 µM;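 active = inhibition above the campaign mean of all tested compounds plus 3 SD, cut at about 14% in these data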;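 also: plate controls were DMSO wells with RBBP9 for no effect and wells lacking RBBP9 protein for full effect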
Target sequence (O75884 whole entry, looked up): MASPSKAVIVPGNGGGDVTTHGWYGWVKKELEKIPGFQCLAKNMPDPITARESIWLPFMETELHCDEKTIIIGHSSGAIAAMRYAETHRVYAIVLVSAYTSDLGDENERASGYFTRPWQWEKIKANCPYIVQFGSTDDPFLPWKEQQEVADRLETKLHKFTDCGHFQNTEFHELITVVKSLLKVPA
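Test system: recombinant human RBBP9. Quantity: 2.5 µM RBBP9 dispensing solution, before mixing. Detection: FP readout at 525/598 nm. Reagent: Serine-hydrolase probe FP-Rh, 375 nM pre-mixing. Measure: % inhibition. Control set: DMSO-treated enzyme wells and wells lacking RBBP9. Buffer or medium: Tris-NaCl-Pluronic buffer, pH 8.0. Times: preincubation 30 min plus labeling 45 min at 25 °C.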
* hit, by the source's call; . = not tested or not shown.

SMILES | TRPML3 ag | CHOP inhibitor | zfTRPN1 agonist | Wee1 stabilizer | PPC-1+TRAIL kill | BaF3 parental | Ba/F3 V617F tox | TNF death inh | RBBP9 inhibitor
CN(C(=O)COC(=O)C1CCN(S(=O)(=O)c2cccs2)CC1)c1ccccc1 | 1.3 | 14 | 0.9 | -2 | 21 | 7 | 1 | 1.3 | 0
COC(CNC(=O)CCc1c(C)nc2c(-c3ccc(F)cc3)c(C)nn2c1C)OC | -0.1 | 2 | -1.1 | 5 | -8 | 5 | 0 | 0.4 | -13
CC(C)NC(=O)CSc1nc(N)c(-c2ccccc2)c(=O)[nH]1 | -0.4 | 9 | 1.0 | -1 | 26 | 7 | 0 | 0.4 | -9
COCCCNc1ccc([N+](=O)[O-])cc1C(=O)Nc1cccc(C)n1 | -0.7 | 6 | -2.8 | 1 | 1 | 0 | -1 | -0.3 | 1
O=C(CSc1ncn[nH]1)c1ccc2c(c1)OCO2 | 0.4 | -11 | 2.5 | -1 | 32 | 7 | 4 | -0.5 | 3
CN(C)S(=O)(=O)c1ccc2c(c1)nc(CCC(=O)Nc1ccc3c(c1)OCO3)n2C | 1.2 | 1 | 1.4 | -1 | 38 | 6 | 2 | 0.3 | -6
CCN(CC)C(=O)CN(c1ccc(C)cc1)S(=O)(=O)c1ccc(SC)cc1 | -1.6 | 10 | -1.1 | 4 | 11 | -2 | -2 | 1.0 | -8
Cc1nc(N(C)C)c2sc(=S)n(C)c2n1 | 0.2 | 14 | -0.4 | -2 | 18 | 1 | -5 | -0.8 | -2
O=C(NC1CCCc2ccccc21)C1CCN(S(=O)(=O)c2cccc(C(F)(F)F)c2)CC1 (configuration not stated) | 0.1 | -1 | -1.4 | -1 | 29 | 3 | -3 | 2.6 | -2
CCOC(=O)/C(C#N)=C1/C=CN(c2ccc(C)cc2)C=N1 | 0.7 | 9 | -0.8 | 1 | 13 | 6 | 0 | 0.9 | 12
COc1ccc(OCC(=O)N/N=C/c2ccncc2)cc1 | 1.0 | 4 | 0.8 | 1 | -11 | 5 | 4 | 0.0 | -5
COC(=O)C1=C(C)Nc2c(c(=O)n(C)c(=O)n2C)C1c1ccncc1 (configuration not stated) | 1.2 | -3 | 1.1 | 0 | 35 | 5 | -4 | 1.0 | -1
O=C(NCc1ccccc1)c1c(F)c(F)c(F)c(F)c1F | 0.3 | 35 | 0.0 | 2 | -11 | -2 | -4 | 2.2 | -3
Cc1cccc(NCCC(=O)c2ccc([N+](=O)[O-])cc2)c1C | 1.0 | 4 | 0.7 | -2 | 14 | 3 | 0 | -4.7 | 3
O=C(Nc1nccs1)c1csc2c1CCCC2 | 0.5 | 19 | -1.8 | 0 | 14 | 3 | 0 | 15 | -10
Cc1c(NC(=O)C2CCCN2C(=O)c2cccs2)c(=O)n(-c2ccccc2)n1C (configuration not stated) | 0.3 | -10 | 0.6 | 2 | . | -1 | -3 | -4.5 | -16
Cn1c(SCC(=O)c2c(N)n(C)c(=O)n(C)c2=O)nnc1-c1ccc(F)cc1 | -0.5 | 42 | -1.6 | 2 | 6 | 8 | 1 | 1.5 | 0
Cc1cc(Cl)ccc1NC(=S)N1CCC(C(N)=O)(N2CCCCC2)CC1 | 0.4 | 1 | -0.7 | -2 | 12 | 6 | 2 | 0.8 | -5
Cc1ccc(N=Cc2nc(-c3ccco3)oc2O)cc1 | -1.0 | -16 | -0.8 | 1 | 4 | 1 | -7 | -3.2 | 3
COc1ccc(C(CC(=O)Nc2ccc(Cl)cc2F)NC(=O)C(F)(F)F)cc1 (configuration not stated) | 0.9 | 19 | 2.1 | -4 | 2 | 5 | -1 | -1.8 | 6
Fc1cccc(F)c1/C=N/NC(=S)Nc1cccnc1 | 0.5 | -8 | 0.3 | -2 | 9 | 5 | 0 | 0.9 | 0
CNCC(=O)Nc1ccc(Cl)c(C(F)(F)F)c1 | 0.8 | 8 | 1.6 | 1 | 6 | 5 | 6 | 3.5 | -10
O=C(NCc1ccc(F)cc1)C(c1ccncc1)N(C(=O)c1csnn1)C1CC1 (configuration not stated) | -0.1 | -5 | -0.3 | 0 | 3 | -2 | 2 | 0.5 | -3
CC(=O)c1sc2nsc(SCCN3CCOCC3)c2c1N | 0.2 | 10 | 1.1 | 9.0* | 23 | -2 | -3 | 0.1 | 4
Clc1ccc(CSc2ccc(-c3cccnc3)nn2)cc1 | -0.2 | -3 | 0.6 | -2 | 15 | 10 | 7 | 1.9 | -9
Cc1ccc(C(=O)NC2CC(C)(C)NC(C)(C)C2)c(C)c1 | 0.9 | 22 | 2.1 | -2 | 1 | 2 | 1 | 0.2 | -5
CC1(C)CC(=O)C2=C(C1)NC1=C(C(=O)c3ccccc31)C2c1cc([N+](=O)[O-])ccc1O (configuration not stated) | -1.4 | 10 | -3.5 | 0 | 9 | 3 | -1 | -0.2 | 1
O=S(=O)(Nc1nc2ccc(S(=O)(=O)N3CCCC3)cc2s1)c1ccc(F)cc1 | 0.1 | -5 | 0.6 | 0 | 3 | 5 | 2 | -1.5 | -11
CCOCCCNc1nc2ccccc2[nH]1 | 0.1 | 38 | 0.7 | 10* | 8 | 3 | -2 | -0.1 | -9
O=C(/C(=N\O)n1cncn1)c1ccc(Cl)cc1Cl | -1.1 | 6 | -0.4 | 4 | 6 | 6 | 5 | -0.1 | -8
O=C(NCCN1C(=O)S/C(=C\c2ccccc2F)C1=O)C1CCN(S(=O)(=O)c2cccs2)CC1 | 0.3 | -12 | 1.0 | -2 | 12 | 3 | -1 | 2.0 | -7
O=C(CSc1ccccc1)Nc1cccc(S(=O)(=O)N2CCCC2)c1 | -0.2 | 0 | 0.5 | 1 | -17 | 7 | 0 | -1.8 | -6
Cc1ccc(C)c(C(=O)COC(=O)c2ccccc2N2C(=O)C3C4CCC(C4)C3C2=O)c1 (configuration not stated) | -2.5 | 12 | -2.8 | 3 | 43 | 12 | 4 | -5.9 | 3
COc1ccc(CCn2c(-c3cc([N+](=O)[O-])cc([N+](=O)[O-])c3)nc3nc4ccccc4nc32)cc1 | 0.6 | -10 | -0.5 | 0 | 3 | 4 | -5 | 2.4 | 8
CCN(CC)CCCN(Cc1cc2cc3c(cc2[nH]c1=O)OCO3)C(=O)Nc1ccccc1OC | 0.1 | -16 | -0.6 | -1 | 20 | -3 | -4 | 0.0 | 0
CCOc1ccc2nc(-c3ccccc3)nc(SCC(=O)Nc3ncc(C)s3)c2c1 | 0.6 | 98* | 0.7 | 0 | -11 | 2 | -4 | -1.8 | 0
O=C(CCCn1c(=O)oc2ccccc21)N1CCc2ccccc2C1 | -0.2 | 38 | 0.0 | 2 | 2 | 4 | 1 | 0.7 | -7
CCOc1ccccc1NC(=S)N1CCC(NC(=O)C(C)(C)C)CC1 | 0.0 | 8 | -0.1 | 1 | 11 | 4 | 2 | 0.1 | -9
Cc1cc(OC(=O)c2ccccc2Br)cc(=O)n1C | -1.1 | 11 | -1.4 | -2 | 7 | 1 | 1 | -2.3 | -6
CN(c1cccc(NC(=O)CN2C(=O)c3ccccc3S2(=O)=O)c1)S(C)(=O)=O | 1.1 | 15 | 0.7 | 0 | -2 | 2 | -5 | -0.1 | 8
CCOC(=O)Cn1c(-c2ccccc2)ccc(C#N)c1=O | -1.4 | 4 | -2.3 | 2 | 27 | 3 | 2 | -0.1 | -7
Cc1ccc(-c2nc3cccnc3s2)cc1NC(=O)c1ccco1 | -0.2 | . | 0.8 | -2 | . | -1 | -2 | -1.5 | 0
C=CCn1c(=N)c(C(=O)OCC)cc2c(=O)n3cccc(C)c3nc21 | 0.0 | . | 1.3 | -3 | . | 4 | 1 | -1.7 | -5
CC(=O)N1N=C(c2ccc(C)cc2)OC1c1ccc(C)cc1 (configuration not stated) | 0.8 | 75* | 0.1 | 2 | 13 | 3 | 4 | 0.1 | -6
Cc1c(Br)c([N+](=O)[O-])nn1C(C)C(=O)NCc1ccco1 (configuration not stated) | 0.1 | 7 | 1.6 | 1 | -2 | 11 | 4 | 1.8 | 0
CC(C)CCN(C(=O)CNC(=O)c1cccs1)C(C(=O)NC1CCCCC1)c1cccnc1 (configuration not stated) | 1.0 | 5 | 0.2 | 7 | -21 | -5 | 0 | -0.4 | 0
CC(=O)c1ccc(NC(=O)c2ccc3c(Cl)c4c(nc3c2)CCCC4)cc1 | 0.6 | 10 | -0.2 | -4 | -3 | -1 | -3 | 0.0 | -3
O=C(COc1ccc2ccccc2c1)NN1C(=O)c2ccccc2C1=O | 0.8 | 19 | -0.5 | -2 | 8 | 1 | -1 | 0.7 | -7
CCOc1ccc(NC(=O)CCSc2nnc(C)s2)cc1 | -0.1 | 6 | 0.0 | -1 | 14 | 1 | -2 | -0.9 | -5
CCCCCCNC1=NCCS1 | 1.2 | 0 | 0.6 | 4 | 12 | 3 | 3 | 1.3 | -1
O=C(NCc1ccccc1)NC1(C(=O)N2CCN(c3ncccn3)CC2)CCCCC1 | 0.6 | 4 | 3.2 | -3 | 9 | 1 | 1 | -2.7 | -2
Cc1ccc2nc(-c3cccnc3)oc2c1 | 0.1 | 3 | 0.3 | 4 | 15 | 0 | -1 | -0.8 | -7
O=C(C1COc2ccccc2O1)N1CCn2c(nc3ccccc32)C1 (configuration not stated) | 1.3 | 10 | 2.6 | 5 | 1 | 2 | -4 | 2.5 | 0
Cc1nc(N2CCN(c3ccccc3)CC2)nc2c1C(=O)CCC2 | 0.2 | 17 | -1.3 | -1 | 12 | 4 | -6 | 0.6 | -2
Cc1cc[n+](C(C)C(=O)c2ccc(-c3ccccc3)cc2)cc1 (configuration not stated) | 0.8 | 5 | -0.1 | -3 | 33 | 66* | 81* | -4.3 | -11
O=S(=O)(c1cccc(F)c1)N1CCCN(c2ccc(C(F)(F)F)cn2)CC1 | 2.9 | 9 | -1.6 | -2 | 19 | 2 | -3 | 1.1 | 6
Cc1ccccc1C(=O)Oc1ccccc1C(=O)N1CCOCC1 | 0.2 | 4 | -0.5 | 0 | 32 | 1 | -2 | -2.6 | -10
CCC(=O)N1CCc2cc(S(=O)(=O)NC(C(=O)NCc3ccc(F)cc3)C(C)C)ccc21 (configuration not stated) | 0.4 | -9 | 0.4 | 1 | 24 | 8 | -3 | -1.4 | 2
O=C(O)c1cc(C(F)(F)F)nc2ccccc12 | 0.4 | 6 | 1.5 | -2 | 6 | 6 | 9 | 0.4 | -12

Random draw from the library; 6.8% or so of the library scored in one or more.
